High-throughput results deposited in PubChem by Broad Institute.
esBAF inh: inhibitors of esBAF chromatin remodeling in mouse ES cells; Bmi1-luciferase knock-in reporter, 24 h; 100% = twice the neutral-well signal; reporter increase, % at 12.5 µM; 350,000 tested, 2% active; in the data active = activation above about 40%;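 note: 0% = median of the plate's neutral control wells and 100% = double that signal; a rise in the Bmi1 reporter signal indicates esBAF inhibition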
S100A4 inh HTS: S100A4-myosin IIA interaction inhibition; P26447; S100A4/TAMRA-MyoIIA peptide fluorescence polarization; inhibition, % at 10.7 µM; 360,000 tested, 0.14% active;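 active = mean inhibition of at least 70% across replicates, with every replicate also reaching that level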
Target sequence (P26447 whole entry, looked up): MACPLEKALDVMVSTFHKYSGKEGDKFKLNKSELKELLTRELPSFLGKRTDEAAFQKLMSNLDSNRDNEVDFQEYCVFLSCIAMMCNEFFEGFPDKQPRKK
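Material: S100A4 monomer protein | Medium: HEPES pH 7.2 with CaCl2, KCl, NaCl, DTT, Triton | Reagent: Labelled myosin peptide probe, 5 nM | Doses: One dose per compound | Times: 5 min incubation before reading | Benchmarks: Neutral control DMSO, positive control TFP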
EWS-Fli block: inhibitors of EWS/Fli oncoprotein transcriptional activity. A673 NR0B1-luciferase reporter, viability-normalised. inhibition, % at 12.6 µM. 350,000 tested, 0.67% active;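 active = mean inhibition of at least 50% after viability correction, with every replicate also passing that limit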;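 note: firefly luciferase signal divided by Alamar Blue viability fluorescence both relative to DMSO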
RAD52 inh: inhibitors of human RAD52 DNA annealing; inhibition, % at 18.7 µM; 360,000 tested, 0.46% active; AID 651710; P43351; recombinant RAD52 DNA annealing, FRET fluorescence;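 active = every replicate showing at least 50% inhibition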
Target sequence (P43351 whole entry, looked up): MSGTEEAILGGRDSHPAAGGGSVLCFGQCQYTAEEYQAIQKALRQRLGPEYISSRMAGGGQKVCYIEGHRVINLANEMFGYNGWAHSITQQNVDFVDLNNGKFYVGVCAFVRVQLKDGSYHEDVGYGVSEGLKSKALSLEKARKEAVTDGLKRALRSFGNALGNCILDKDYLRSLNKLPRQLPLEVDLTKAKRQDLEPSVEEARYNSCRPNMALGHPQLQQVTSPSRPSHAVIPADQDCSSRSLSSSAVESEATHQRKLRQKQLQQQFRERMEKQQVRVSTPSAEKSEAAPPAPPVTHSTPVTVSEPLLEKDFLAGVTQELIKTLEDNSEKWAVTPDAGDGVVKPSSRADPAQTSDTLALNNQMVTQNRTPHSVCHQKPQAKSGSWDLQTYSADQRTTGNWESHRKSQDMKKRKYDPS
RAD54 inh: RAD54 (human) branch migration inhibition; AID 602329; RAD54 Holliday junction branch migration, FAM/BHQ fluorescence; inhibition, % at 10.4 µM; 360,000 tested, 0.14% active; Q92698;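 active = mean normalized replicate activity at least 40 and at least half of replicates scoring 40 or more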;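 note: 0% = median of neutral control wells and 100% = median of positive control wells; inhibitors cause a drop in the FAM fluorescence signal; in these data hits start at about 50%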
E-sel inducer: induces E-selectin expression in human endothelial cells. AID 686992. 260,000 tested, 0.37% active. activation, % at 7.58 µM. HUVEC E-selectin immunofluorescence imaging; normalized: neutral wells 0, TNF-alpha wells 100. P16581;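 active = mean E-selectin-positive cell signal at least 10% of the positive control, reached in at least 60% of replicates, without over 20% cell loss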;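 note: in these data hits start at about 27%; measured in HUVEC primary endothelial cells; signal is the percent of cells scored E-selectin positive by PE staining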
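assay system = HUVEC, human umbilical vein endothelial cells | input = 3,000 HUVEC seeded per well | medium = EGM-2 growth medium on 0.1% gelatin-coated wells | dosing = one compound dose added by pin transfer | signal = immunofluorescence imaging | read-out basis = % PE-positive cells | control set = TNF-alpha, DMSO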
XiGFP reactiv: activators of X-chromosome reactivation in mouse fibroblasts. XiGFP mouse fibroblasts, % GFP-positive cells imaging, 3 d; cells co-treated with 5-aza-dC sensitizer; scaled so ellipticine positive control = 100%. activation, % at 7.58 µM. 360,000 tested, 0.055% active. AID 743238;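 active = mean normalized replicate activation at least 10% and every replicate at or above 10%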;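 note: 0% = median of on-plate neutral control wells and 100% = ellipticine 6 µM median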
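Material: XiGFP fibroblasts, SV40-immortalized. Buffer or medium: DMEM plus 5-aza-dC sensitizer. Compound: single concentration per compound, delivered by pin transfer. Times: 3 days compound exposure. Controls: ellipticine 6 µM.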
FN deposit inh: fibronectin deposition inhibition; inhibition, % at 12.6 µM; AH1F fibroblasts, Alexa488-fibronectin deposition fluorescence, overnight; 350,000 tested, 0.086% active;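 active = mean inhibition across replicates of 30% or more, regardless of how many single replicates reach that level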;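 note: positive control wells lacked labelled fibronectin entirely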
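Assay system: AH1F fibroblasts assembling fluorescent fibronectin matrix; Amount: 10000 AH1F cells per well; Buffer or medium: DMEM, 2% serum; Probe or stimulus: Alexa488-fibronectin, 24 nM final in well; Doses: single compound dose, delivered by pin transfer; Incubation: 1 h adhesion, overnight exposure; Measured by: fluorescence 485/525 nm; Read-out: fibronectin deposition inhibition.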
An asterisk follows results filed as active.

O=C(N/N=C/C=C/c1ccccc1)c1cccs1 was read as S100A4 inh HTS 1, EWS-Fli block -63, RAD52 inh -7, XiGFP reactiv 0.0 and FN deposit inh -14.
Screening CCC(C(=O)OCC(=O)N1CCN(S(=O)(=O)c2ccc(C)cc2C)CC1)c1ccccc1 (stereo unspecified) returned esBAF inh -1, S100A4 inh HTS -2, EWS-Fli block -3, RAD52 inh 2, RAD54 inh -12, XiGFP reactiv 0.2 and FN deposit inh -7.
Screening COc1ccc(-c2ccc(CN3C(C(C)C)C(=O)N(Cc4cn(CCC5OCCCO5)nn4)CCS3(=O)=O)cc2)cn1 (stereo unspecified) returned esBAF inh 11, S100A4 inh HTS 3, EWS-Fli block 3, RAD52 inh 0, RAD54 inh -5, E-sel inducer -5.4, XiGFP reactiv 0.2 and FN deposit inh 1.
Screening COc1ccccc1N1CCN(C(=O)CN2C(=O)c3cccc4cccc(c34)C2=O)CC1 returned esBAF inh 9, S100A4 inh HTS 0, EWS-Fli block -2, RAD52 inh -4, RAD54 inh 5, XiGFP reactiv 4.1 and FN deposit inh 7.
`COc1ccccc1NS(=O)(=O)c1ccc2nc(CCl)[nH]c2c1` gave esBAF inh 3, S100A4 inh HTS 3, EWS-Fli block 0, RAD52 inh -29, RAD54 inh -19, E-sel inducer -0.1, XiGFP reactiv 0.1 and FN deposit inh 2.
For O=C(O)c1ccc(NS(=O)(=O)c2cccc3cccnc23)cc1 the results were esBAF inh -3, S100A4 inh HTS 9, EWS-Fli block 2, RAD52 inh -15, RAD54 inh 8, XiGFP reactiv -0.1 and FN deposit inh -4.
`Cc1ccc2[nH]cc(CCNC(=O)c3cccs3)c2c1` gave esBAF inh 2, S100A4 inh HTS -1, EWS-Fli block 5, RAD52 inh -9, RAD54 inh 1, XiGFP reactiv 0.2 and FN deposit inh 3.
Screening Cc1ccc(-c2cnc3c(c2)C(=O)N([C@H](C)CO)C[C@H](C)[C@@H](CN(C)C(=O)CN(C)C)O3)cc1 returned esBAF inh -8, S100A4 inh HTS 3, EWS-Fli block -19, RAD52 inh 0, RAD54 inh 3, E-sel inducer -0.2 and XiGFP reactiv -1.0.
O=C(Nc1ccccc1Cl)c1csc(-c2cccnc2)n1 was read as esBAF inh 59*, S100A4 inh HTS -2, EWS-Fli block -12, RAD52 inh -4, RAD54 inh 2, E-sel inducer -0.1, XiGFP reactiv -0.1 and FN deposit inh 3.
`Cc1c(S(=O)(=O)N2CCN(C(=O)c3ccco3)CC2)c(=O)n(C)c(=O)n1C` gave esBAF inh 2, S100A4 inh HTS 6, EWS-Fli block 0, RAD52 inh -3, RAD54 inh -9, XiGFP reactiv -0.4 and FN deposit inh 5.
For O=C(NC(c1ccccc1)c1ccsc1)C1CCN(Cc2ccc(Cl)c(Cl)c2)CC1 (stereo unspecified) the results were esBAF inh 0, S100A4 inh HTS 3, EWS-Fli block 12, RAD52 inh -16, RAD54 inh 2, E-sel inducer -0.2, XiGFP reactiv 0.1 and FN deposit inh 5.
CCOC(=O)c1ccc(NC(=O)c2c(N)n(Cc3ccccc3)c(=O)[nH]c2=O)cc1 was read as esBAF inh 4, EWS-Fli block -2, RAD54 inh -9, E-sel inducer 0.1, XiGFP reactiv 1.9 and FN deposit inh 2.
For Cc1ccccc1NC(=O)N1CCNC(=O)C1CC(=O)Nc1cc(Cl)ccc1Cl (stereo unspecified) the results were esBAF inh 0, S100A4 inh HTS 7, EWS-Fli block 8, RAD52 inh 2, RAD54 inh -12, E-sel inducer -0.9, XiGFP reactiv 0.6 and FN deposit inh -1.
CC1CCCN(C(=O)C2CCN(S(=O)(=O)c3cccc4nsnc34)CC2)C1 (stereo unspecified) was read as esBAF inh -5, S100A4 inh HTS -8, EWS-Fli block 3, RAD52 inh -8, RAD54 inh -1, XiGFP reactiv 0.1 and FN deposit inh 7.
For Cc1ccc(S(=O)(=O)/N=c2\ccc(Cl)cn2C(F)F)cc1 the results were S100A4 inh HTS -1, EWS-Fli block 4, RAD52 inh -15, E-sel inducer 0.0, XiGFP reactiv -0.3 and FN deposit inh 0.
Screening O=C1NC(Cc2ccccc2)c2nc3ccc(Cl)cc3c(=O)n2-c2cc(Cl)ccc21 (stereo unspecified) returned S100A4 inh HTS -4, EWS-Fli block 7, RAD52 inh -8, E-sel inducer 0.1, XiGFP reactiv 0.5 and FN deposit inh 0.
`COc1ccc(NS(=O)(=O)c2cccc3ccccc23)cc1` gave S100A4 inh HTS -3, EWS-Fli block 16, RAD52 inh -6, RAD54 inh 10, E-sel inducer 0.2, XiGFP reactiv 0.2 and FN deposit inh -11.
`Cc1ccc2nc(SC(C)C(=O)N3CCOCC3)[nH]c2c1` (stereo unspecified) gave S100A4 inh HTS -2, EWS-Fli block -83, RAD52 inh -12, E-sel inducer 2.2, XiGFP reactiv 0.0 and FN deposit inh -2.
Screening CC(C)NC(=O)N(C)C[C@H]1Oc2c(NC(=O)c3ccncc3)cccc2C(=O)N([C@@H](C)CO)C[C@@H]1C returned esBAF inh 3, S100A4 inh HTS 11, EWS-Fli block -9, RAD52 inh -16, RAD54 inh 2, E-sel inducer 0.1, XiGFP reactiv 0.1 and FN deposit inh 3.
O=C(C1CCC1)N1CC[C@H]2[C@H](CO)Nc3ccc(C#Cc4cccc(F)c4)cc3[C@H]21 was read as esBAF inh -3, S100A4 inh HTS -24, EWS-Fli block -1, RAD52 inh -4, RAD54 inh -4, E-sel inducer -0.7, XiGFP reactiv 0.2 and FN deposit inh 8.
`O=S(=O)(Nc1cccc(Cl)c1)c1ccc2oc(=S)[nH]c2c1` gave S100A4 inh HTS 2, EWS-Fli block 6, RAD52 inh -22, E-sel inducer 0.0, XiGFP reactiv 0.0 and FN deposit inh 7.
C[C@@H](C(=O)NCc1ccc(S(C)(=O)=O)cc1)[C@H]1C[C@]1(C)[C@H](NC(=O)OCc1ccccc1)c1ccccc1 was read as S100A4 inh HTS -6, EWS-Fli block -1, RAD52 inh -12, E-sel inducer 0.0, XiGFP reactiv 0.0 and FN deposit inh 0.
`O=c1c(/C=N/O)c(Nc2ccccc2)nc2ccccn12` gave esBAF inh -7, S100A4 inh HTS 4, EWS-Fli block 12, RAD52 inh -13 and RAD54 inh 13.
O=C(NNC(=O)OCc1ccccc1)OCc1ccccc1 was read as esBAF inh 25, S100A4 inh HTS -3, EWS-Fli block -19, RAD52 inh -14, RAD54 inh -4, E-sel inducer -0.1, XiGFP reactiv 0.2 and FN deposit inh -17.
For CCCNC(=O)N1[C@H](CO)[C@H](c2ccccc2)[C@H]1CNC(=O)c1cccc(F)c1 the results were esBAF inh -8, S100A4 inh HTS -1, EWS-Fli block -1, RAD52 inh -29, RAD54 inh 1, E-sel inducer 0.1, XiGFP reactiv 0.2 and FN deposit inh -15.
Screening COC(CNC(=O)c1cccnc1)OC returned S100A4 inh HTS -1, EWS-Fli block 8, RAD52 inh 4, XiGFP reactiv 0.1 and FN deposit inh -4.
CC(C)[C@H](NC(=O)NCCC1=CCCCC1)C(=O)O was read as esBAF inh -5, S100A4 inh HTS -4, EWS-Fli block -7, RAD52 inh -11, RAD54 inh -11, E-sel inducer 0.1, XiGFP reactiv 0.0 and FN deposit inh -3.
Cc1cc(OCC(O)CN2CCCC2)cc(C)c1Cl (stereo unspecified) was read as esBAF inh -11, S100A4 inh HTS -3, EWS-Fli block 0, RAD52 inh -3, RAD54 inh -3, XiGFP reactiv 0.0 and FN deposit inh 0.
`CCN(CC)S(=O)(=O)c1ccc(N2CCOCC2)c(NC(=O)c2ccco2)c1` gave esBAF inh 3, S100A4 inh HTS 0, EWS-Fli block -3, RAD52 inh -45, RAD54 inh 11, E-sel inducer 1.8 and XiGFP reactiv 0.5.
`CO[C@@H]1CN(C)C(=O)c2ccc(NC(=O)C3CC3)cc2OC[C@H](C)N(CCc2ccccc2)C[C@@H]1C` gave esBAF inh 2, S100A4 inh HTS -8, EWS-Fli block 6, RAD52 inh 18, RAD54 inh 0, E-sel inducer -0.3, XiGFP reactiv -0.2 and FN deposit inh -5.
For O=C(COC(=O)C1CC(=O)N(C2CCCCC2)C1)c1ccc(F)cc1 (stereo unspecified) the results were esBAF inh -11, S100A4 inh HTS -3, EWS-Fli block -4, RAD52 inh 2, RAD54 inh -7, E-sel inducer 0.3, XiGFP reactiv 0.2 and FN deposit inh 0.
Screening CCCN1C[C@H](C)[C@H](OC)CN(C)C(=O)c2ccc(NS(=O)(=O)c3cn(C)cn3)cc2OC[C@H]1C returned esBAF inh -6, S100A4 inh HTS -4, EWS-Fli block -4, RAD52 inh 15, RAD54 inh -5, E-sel inducer 0.3, XiGFP reactiv -0.1 and FN deposit inh 4.
For O=C(CCCc1ccccc1)NCCS(=O)(=O)N1CCN(c2ccccc2F)CC1 the results were esBAF inh 26, S100A4 inh HTS -9, EWS-Fli block 0, RAD52 inh -8, RAD54 inh -16, XiGFP reactiv 0.0 and FN deposit inh 11.
Screening CCCc1nnc(SCC(=O)Nc2nnc(CC)s2)n1CC1CCCO1 (stereo unspecified) returned esBAF inh -7, S100A4 inh HTS -1, EWS-Fli block 3, RAD52 inh -1, RAD54 inh 3, E-sel inducer -0.1, XiGFP reactiv 0.4 and FN deposit inh -3.
Screening CCCCCC(=C/c1ccccc1)/C=N/Nc1ccc(S(=O)(=O)N2CCOCC2)cc1[N+](=O)[O-] returned esBAF inh -2, S100A4 inh HTS 28, EWS-Fli block -1, RAD52 inh -72, RAD54 inh 2, E-sel inducer -0.6 and XiGFP reactiv 0.0.

Three records drawn at random from the list so far:
`COc1ccc(NS(=O)(=O)c2cccc3ccccc23)cc1` gave S100A4 inh HTS -3, EWS-Fli block 16, RAD52 inh -6, RAD54 inh 10, E-sel inducer 0.2, XiGFP reactiv 0.2 and FN deposit inh -11.
Cc1cc(OCC(O)CN2CCCC2)cc(C)c1Cl (stereo unspecified) was read as esBAF inh -11, S100A4 inh HTS -3, EWS-Fli block 0, RAD52 inh -3, RAD54 inh -3, XiGFP reactiv 0.0 and FN deposit inh 0.
CC(C)[C@H](NC(=O)NCCC1=CCCCC1)C(=O)O was read as esBAF inh -5, S100A4 inh HTS -4, EWS-Fli block -7, RAD52 inh -11, RAD54 inh -11, E-sel inducer 0.1, XiGFP reactiv 0.0 and FN deposit inh -3.
